TrxR1 substrate: substrates of rat thioredoxin reductase 1 | AID 588456 | actives 0.01% (n = 390,000) | O89049 | purified TrxR1 substrate turnover, NADPH consumption readout | Potency, µM (highest dose often 114 µM), for the others: at the top dose activity change, negative = substrate turnover; note: potency is the fitted concentration of half-maximal effect; % is set by controls: 0 for no effect and ±100 for the full control effect; nearly all actives have a fitted effect of over 50% in size
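Rat TrxR1, dispensed at 90 nM, was prereduced with 400 uM NADPH (final) for 5 min at ~22 deg C, then incubated with compound 15 min before 400 uM selenite. A first-read NADPH fluorescence drop versus no-compound background flagged substrates.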
Vif-A3F inh: Vif-A3F binding inhibition; actives 0.2% (n = 390,000); Potency, µM (highest dose often 46.1 µM), for inactives: top-dose activity, negative = active; HeLa A3F-eYFP + Vif (tagged APOBEC3F with the HIV-1 protein that degrades it), YFP fluorescence increase; note: potency is the fitted concentration of half-maximal effect; % of control where 0% means no effect; nearly all actives have a fitted effect of over 65% in size
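HeLa cells stably expressing A3F-eYFP plus Vif, plated and incubated overnight at 37 deg C, then exposed to compounds overnight at 37 deg C. Blocked degradation read as raised yellow fluorescence (Ex 488/Em 500-530).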
mIDH1 inhibitor: inhibitors of human mutant IDH1 R132H; IDH1-R132H enzyme, NADPH consumption, diaphorase/resazurin fluorescence; Potency, µM (doses to about 76.6 µM), without a hit: at the highest dose activity change, negative = inhibition, usual class: inhibitors; actives 0.093% (n = 390,000); AID 602179; note: potency is the fitted concentration of half-maximal effect; % is set by controls: 0 for no effect and ±100 for the full control effect; nearly all actives have a fitted effect of over 65% in size
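IDH1-R132H (0.5 ug/mL dispensed) in pH 7.5 Tris buffer was preincubated 30 min with compound, then given a substrate mix of 0.016 mM NADPH and 2 mM alpha-KG for 80 min at room temperature; remaining NADPH was read by diaphorase/resazurin fluorescence.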
PI4K2A block: PI4K2A (human) kinase inhibition; Q9BTU6; purified PI4K2A, ADP-Glo luminescence, 1 h; stronger effect = lower value; activity change, negative = inhibition, % at 76.9 µM; actives 0.13% (n = 420,000); in the data active = activity change below about -50%; inconclusive = mostly about -30% to -49%;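 note: -100% = wells without enzyme as full effect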
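PI4K2A activity was measured by ADP-Glo luminescence: enzyme (4 ug/mL stock) and phosphatidylinositol (1.2 mM stock) in Tris pH 7.5/MgCl2/EGTA/Triton X-100 buffer were reacted with ATP (300 microM stock) for one hour at ambient temperature.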
GRP78 ERSR act: inducers of ER stress response in human glioma cells. actives 0.02% (n = 420,000). Potency, µM, for inactives: top-dose activation, most hits filed as activators. U87-MG GRP78 promoter luciferase reporter, 16 h; note: potency is the fitted concentration of half-maximal effect; series mostly up to about 76 µM; % of control where 0% means no effect; nearly all actives have a fitted effect of over 35% in size
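ERSR induction read as luciferase luminescence (Bright-Glo, 10 min at room temperature) in stably transfected human U87-MG glioma cells exposed to compounds for 16 h, using GRP78 as sensor.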
RXFP1 ag: agonists of human relaxin receptor RXFP1. Q9HBX9. HEK293T-RXFP1 cAMP TR-FRET, 30 min; response scale: percent of porcine relaxin response, buffer zero. Potency, µM (highest dose often 57.5 µM), inactives show top-dose activation, hits mostly activators. actives 0.3% (n = 370,000); note: potency is the fitted concentration of half-maximal effect; % is set by controls: 0 for no effect and ±100 for the full control effect; nearly all actives have a fitted effect of over 60% in size; many of its hits are not listed in these tables
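Agonist response is measured as cAMP accumulation in an RXFP1-transfected HEK293T line under PDE4 inhibition. Values are scaled between buffer-only and 29 nM porcine relaxin, and EC50s come from standard Hill equation fits.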
LDHA block: inhibitors of human lactate dehydrogenase A | activity change, % (values are at about 110 or 230 µM) | purified LDHA, NADH/diaphorase-resazurin fluorescence; stronger effect = lower value | P00338 | AID 1347041 | actives 0.15% (n = 480,000); in the data active = activity change below about -30%; inconclusive = mostly about -25% to -30%;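 note: plate controls were DMSO wells for no effect and wells without enzyme for full effect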
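Human LDH5 (2 nM) was incubated with 0.06 mM NADH and 0.2 mM pyruvate for 5 min at room temperature in Tris pH 7.4. Remaining NADH was coupled through diaphorase/resazurin, and resorufin fluorescence was read at 0 and 20 min.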
Vif-A3G inh: Vif-A3G binding inhibition | HeLa A3G-eYFP + Vif (tagged APOBEC3G with the HIV-1 protein that degrades it), YFP fluorescence, overnight | AID 602310 | Potency, µM (titrated, usually from 46.1 µM), without a hit: at the top dose activity, negative = active, most hits filed as inhibitors | actives 0.076% (n = 410,000);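 note: potency is the fitted concentration of half-maximal effect; % is set by controls: 0 for no effect and ±100 for the full control effect; nearly all actives have a fitted effect of over 60% in size; hits raise eYFP signal because A3G escapes Vif-driven loss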
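HeLa cells stably expressing Vif and C-terminally eYFP-tagged A3G, seeded overnight at 37 deg C, then exposed to compound by pintool overnight at 37 deg C. Rise in yellow fluorescence (Ex 488/Em 500-530, Acumen) marks blocked Vif-driven A3G degradation.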
USP1 inh: blocks the human USP1/UAF1 deubiquitinase complex; O94782; recombinant USP1/UAF1, Ub-Rhodamine cleavage fluorescence; Potency, µM (top dose mostly 57.1 µM), for the others: top-dose activity change, negative = inhibition, most hits filed as inhibitors; actives 0.23% (n = 390,000); note: potency is the fitted concentration of half-maximal effect; % is set by controls: 0 for no effect and ±100 for the full control effect; nearly all actives have a fitted effect of over 60% in size; inactives centre near -12
Target sequence (O94782 whole entry, looked up): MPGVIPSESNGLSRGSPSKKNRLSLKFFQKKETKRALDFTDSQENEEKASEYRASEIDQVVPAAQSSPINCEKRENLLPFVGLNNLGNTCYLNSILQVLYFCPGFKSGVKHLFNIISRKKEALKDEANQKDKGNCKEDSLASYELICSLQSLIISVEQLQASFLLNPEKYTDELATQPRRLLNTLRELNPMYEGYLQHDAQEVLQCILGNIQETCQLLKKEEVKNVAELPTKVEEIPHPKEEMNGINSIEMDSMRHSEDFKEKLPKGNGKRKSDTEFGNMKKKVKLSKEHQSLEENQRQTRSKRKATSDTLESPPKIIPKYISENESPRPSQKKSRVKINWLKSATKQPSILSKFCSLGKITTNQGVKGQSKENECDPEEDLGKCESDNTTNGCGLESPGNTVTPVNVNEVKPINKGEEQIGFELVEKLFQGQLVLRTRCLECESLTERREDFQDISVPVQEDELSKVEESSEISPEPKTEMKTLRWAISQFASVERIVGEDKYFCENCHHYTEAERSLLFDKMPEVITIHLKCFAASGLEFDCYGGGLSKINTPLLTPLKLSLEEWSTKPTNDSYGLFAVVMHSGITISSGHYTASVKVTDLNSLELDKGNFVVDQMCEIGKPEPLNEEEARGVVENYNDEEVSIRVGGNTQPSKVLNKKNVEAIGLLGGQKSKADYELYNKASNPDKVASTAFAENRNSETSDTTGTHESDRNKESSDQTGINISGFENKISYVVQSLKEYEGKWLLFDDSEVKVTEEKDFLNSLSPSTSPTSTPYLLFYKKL
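Step one: compound is pinned into 1nM USP1/UAF1 in HEPES pH 7.8 buffer with TCEP. Step two: 15 min room-temperature incubation. Step three: Ub-Rho (150nM final) starts cleavage, tracked by fluorescence over six one-minute reads.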
The depositor's hits bear a star; ? = inconclusive; · = not tested or not shown; & = joins results of further samples; [ ] = dose if it differs, or a comment. Unless noted, calls come from the whole dose curve; as a rule, active = well fitted curve in the direction sought with a large enough effect; inconclusive = small, poorly fitted or top-dose-only effect, or another doubt; inactive = no such curve, though single readings can be large; an effect the other way counts as inactive or inconclusive. Only part of the results is shown; the hit share may differ from the screen's.

SMILES | TrxR1 substrate | Vif-A3F inh | mIDH1 inhibitor | PI4K2A block | GRP78 ERSR act | RXFP1 ag | LDHA block | Vif-A3G inh | USP1 inh
CN1CCN(C(=O)C2=C[C@H](c3ccc4c(c3)OCO4)C[C@H](OCCCCO)O2)CC1 | -3% | 1% | -1% | 0 | -4% | · | -2 | 0% | 19%
O=C(NCc1ccc(F)cc1)C1CCC(CNS(=O)(=O)c2cccs2)CC1 (centres undefined) | 3%[57.1 µM] | -10% | 12% | 1 | -2% | 0.3% | -7 | -1% | 0%
CCN1CCN(Cc2c(O)ccc3oc(C)c(C(=O)Nc4ccc(OC)c(Cl)c4)c23)CC1 | -2% | 3% | 0% | 2 | -3% | 0.1% | 8 | -4% | -25%
Cc1cc(Cl)ccc1OCC(=O)Nc1nc(-c2cccs2)cs1 | -6% | 0% | 10% | 4 | -3% | 3.3% | 1 | 3% | -22%
CCCCCn1nnc2c(=O)oc3ccccc3c21 | 0% | -10% | 1% | -4 | -4% | 1.9% | -3 | 0% | -1%
COCCn1c(SCC(=O)c2ccc3c(c2)OCCO3)nnc1-c1ccoc1C | -5% | 13% | 11% | 1 | -4% | 0.2% | -5 | 1% | -11%
Cc1nn(C)c2c1c(C(F)(F)F)cc(=O)n2CC(=O)NC(C)(C)C | 25%[57.1 µM] | 1% | -3% | 0 | -3% | 3.0% | -2 | -5% | -7%
Cc1ccc(NC(=O)c2cc(S(=O)(=O)N3CCCCC3)ccc2N2CCOCC2)cc1 | · | -8% | 6% | -1 | -1% | · | 3 | 4% | -16%
Cc1ccc(NC(=O)CN2C(=O)CC(C)S(=O)(=O)c3ccccc32)cc1 (centres undefined) | -12% | 2% | -5% | -4 | -5% | 0.3% | 2 | 3% | -17%
CCN(CC)C(=O)CC(c1ccc(N(C)C)cc1)c1c(OC)cc(OC)c2c(-c3ccccc3)cc(=O)oc12 (centres undefined) | 1%&3% | -2% | -2% | -1 | -3%&-4% | -0.5% | 0 | -2%&2% | ?
CCc1nnc(NC(=O)Cn2ccc(C(F)(F)F)n2)s1 | 1% | 3% | 0% | 2 | -2% | -0.4% | -7 | 5% | -2%
COc1ccc(Cc2nnc(-c3ccc(F)cc3)o2)cc1OC | -2% | 4% | 15% | -1 | -2% | 0.8% | 1 | 6% | ?
CC(C)(C)C(=O)Nc1cc(S(=O)(=O)Nc2ccc(Cl)cc2)ccc1O | -7%[57.1 µM] | -26% | 17% | 1 | -8% | 0.4% | -17 | 1% | -33%
COc1ccc(-c2c(C#Cc3ccsc3)c3cc(-c4ccc5c(c4)OCCO5)ccc3n2C)cc1 | 51%[activator] | -2% | -2% | 4 | -3% | · | 1 | -1% | -10%
COCCCNc1nc2ccccc2nc1NS(=O)(=O)c1cccc(C)c1 | 14%[57.1 µM] | 5% | 1% | 3 | -1% | 8.1% | -6 | 0% | -9%
O=C(Nc1ccccc1)OCCOc1ccccc1Br | -12% | -2% | -7% | -2 | 2% | -0.4% | -14 | -5% | -8%
O=C(CN1CCCN(Cc2ccc(F)cc2)S1(=O)=O)NCc1ccccc1Cl | 4% | -2% | 14% | 0 | -1% | -3.2% | -1 | 6% | 19%
COc1cc(C=O)cc(Br)c1OCC(N)=O | -1% | 2% | 6% | 0 | -3% | 2.1% | -6 | 2% | -11%
Cc1occc1C(=O)N/N=C/c1ccc(-c2ccccc2)cc1 | -3% | 14% | 1% | -78* | -9% | 1.9% | -1 | 2% | -21%
c1ccc(C2CC(c3ccccc3)C(c3ccccc3)N2)cc1 (centres undefined) | -6%[57.1 µM] | -6% | 2% | 1 | 1% | -1.8% | -3 | -3% | -21%
O=C1NCC(O)=C1C=NCCCO | -2% | -1% | 0% | -1 | -4% | 0.0% | -2 | 0% | -3%
CCc1ccc(C(O)c2ncc(-c3ccccc3C(F)(F)F)[nH]2)cc1 (centres undefined) | · | · | · | 2 | -1% | · | 1 | -5% | ·
CC1CCC(NC(=O)c2cc3c(=O)n(C)c4ccccc4c3n2C)CC1 (centres undefined) | 5% | -5% | 3% | 2 | 4% | 1.3% | -15 | 2% | -8%
COC(=O)[C@@H]1C[C@H]2CC[C@H](O)C[C@H]2N1Cc1ccc(Cl)cc1 | 2% | 0% | -9% | 0 | -4% | -3.4% | 3 | 1% | -32%
CCCOC(=O)NC1CCS(=O)(=O)C1 (centres undefined) | 0% | -3% | 1% | 1 | -9% | 1.5% | -1 | -4% | -15%
(list continues)
SMILES | TrxR1 substrate | Vif-A3F inh | mIDH1 inhibitor | PI4K2A block | GRP78 ERSR act | RXFP1 ag | LDHA block | Vif-A3G inh | USP1 inh
CC(=C/c1ccccc1)/C=N/NC(=O)c1cc(C)oc1C | -10% | 3% | -3% | 2 | 1% | -0.3% | -1 | 1% | -7%
Cc1[nH]c(=O)[nH]c(=O)c1S(=O)(=O)N1CCOCC1 | -4% | · | 5% | 8 | -3% | -0.7% | -6 | -1% | -10%
Cc1cc(N/N=C\c2ccccc2)nc(-c2ccccc2O)n1 | 2%[57.1 µM] | -6% | 2% | 0 | -2% | -0.9% | -1 | -15% | -6%
O=C(Nc1ccc(N2CCCC2)cc1)c1cc([N+](=O)[O-])ccc1N1CCOCC1 | -7% | -5% | -16% | 3 | -2% | -1.6% | -4 | -28% | -9%
O=Cc1cn(CC(=O)Nc2ccccc2)c2ccccc12 | 0% | -1% | 5% | 1 | -2% | -4.0% | -10 | -2% | -4%
O=C(N/N=C/c1cc(O)ccc1Br)c1cccnc1 | -2% | ? | -3% | 1 | -3% | 2.0% | -3 | -9% | -1%
Cc1cccc(CN2CCN(CC(=O)NCCCN3CCCC3=O)C2=O)c1 | 11%[57.1 µM] | 1% | -4% | -5 | -1% | 0.4% | -4 | 0% | 5%
Cc1ccc2occ(/C=N/NC(=O)c3ccccc3O)c(=O)c2c1 | 11% | 1% | -5% | -4 | 2% | 0.9% | 0 | 1% | -26%
O=C(OCC(=O)N1CCNC1=O)c1ccccc1Cl | · | -8% | -5% | 4 | 1% | · | -3 | 1% | -17%
Cc1cccc(C(=O)N2CCCC(Nc3ccc(F)c(F)c3)C2)n1 (centres undefined) | 11% | 4% | 2% | -7 | -1% | 5.9% | 5 | -1% | -11%
Cc1ccc2nc(SCc3ccccc3)c(C=O)c(=O)n2c1 | 1% | -9% | 0% | 3 | -2% | 28% | -8 | 2% | -12%
CC(C)Cn1c2c(c(O)c(C(=O)Nc3ncccc3O)c1=O)CCCC2 | -7% | 3% | 5% | 6 | -10% | 0.9% | 7 | 2% | -20%
CC(C)CNC(=O)Nc1cc(C(=O)NCc2ccc(C(C)C)cc2)ccc1N1CCCC1 | 7%[57.1 µM] | 1% | -3% | -3 | -2% | 0.2% | -6 | -3% | -24%
Cc1cc2c(cc1C)N1C(=O)c3cc4ccccc4cc3NC(=O)C1C(=O)N2 (centres undefined) | · | · | · | 0 | ? | · | -13 | -20% | ·
CN1CCN(S(=O)(=O)c2cccc(C(=O)N(C)Cc3c(F)cccc3Cl)c2)CC1 | -8% | -9% | -12% | -3 | -4% | 0.0% | -1 | 2% | -4%
Cc1ccc(NC(=O)COC(=O)COc2ccc3ccc(=O)oc3c2)cc1[N+](=O)[O-] | 13% | 1% | 2% | 4 | -6% | 0.4% | 0 | -1% | -11%
COc1cc(C(=S)N2CCN(C(c3ccccc3)c3ccccc3)CC2)cc(OC)c1O | -7% | -14% | ? | -2 | 0% | 1.3% | 0 | 2% | -23%
O=C(NC(=S)N1CCCC1)c1ccccc1 | 9% | ? | ? | -2 | -2% | 0.5% | -4 | -13% | -4%
COc1ccc(CCNC(=O)c2noc(C)c2[N+](=O)[O-])cc1OC | 0%[57.1 µM] | -6% | -1% | -13 | -2% | 0.8% | -4 | -1% | -8%
Cc1sc(N/N=C/C=C/c2ccccc2)nc1-c1ccccc1 | -4%[57.1 µM] | -1% | -10% | -1 | -1% | 0.0% | 1 | 0% | -5%
COc1ccc(CCNc2ncnc3c2nnn3C)cc1 | -9%[57.1 µM] | -14% | 23% | 0 | -2% | 14% | -1 | 1% | -7%
CC1CCCC(NC(=O)CSc2ccc(F)cc2)C1C (centres undefined) | -5% | 2% | 9% | 4 | 2% | -1.4% | -4 | 2% | -19%
COc1ccc(NC(=O)C2=C(C)C(=O)OC23CCC(C)CC3)c(OC)c1 (centres undefined) | 3%[57.1 µM] | 0% | -5% | -3 | -2% | 1.1% | -1 | -2% | -18%
Cn1c(=O)c2c(SCc3ccccc3)nc(C3CC3)nc2n(C)c1=O | -3% | 11% | 0% | 1 | -7% | -0.3% | -6 | 1% | -15%

Complete entries, looked up by structure:
Listed for `Cc1ccc2nc(SCc3ccccc3)c(C=O)c(=O)n2c1` : TrxR1 substrate = 1%; Vif-A3F inh = -9%; mIDH1 inhibitor = 0%; PI4K2A block = 3; GRP78 ERSR act = -2%; RXFP1 ag = 28%; LDHA block = -8; Vif-A3G inh = 2%; USP1 inh = -12%
Listed for `Cn1c(=O)c2c(SCc3ccccc3)nc(C3CC3)nc2n(C)c1=O` : TrxR1 substrate = -3%; Vif-A3F inh = 11%; mIDH1 inhibitor = 0%; PI4K2A block = 1; GRP78 ERSR act = -7%; RXFP1 ag = -0.3%; LDHA block = -6; Vif-A3G inh = 1%; USP1 inh = -15%
